# DT40 TDP1 no CPT = qHTS for Inhibitors of human tyrosyl-DNA phosphodiesterase 1 (TDP1): qHTS in cells in absence of CPT. DT40 Tdp1-/- hTDP1 cells, no CPT, ATP luminescence, 48 h. Potency, µM (top dose mostly 46.2 µM), for inactives: at the highest dose activity change, negative = growth inhibition, hits mostly inhibitors. 420,000 tested, 15% active; also: nearly all actives have a fitted effect of over 55% in size
#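 Growth kinetics read by CellTiter-Glo luminescence after ≥48 hr at 37 °C. Cells: DT40 Tdp1-/- stably carrying human TDP1, 400 per well, compound exposure in the absence of CPT (DMSO vehicle).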
# DT40 TDP1 CPT = growth inhibition of DT40 Tdp1-/-;hTDP1 cells with camptothecin (screen for TDP1 inhibitors); chicken DT40 Tdp1-/-;hTDP1 cells + 20 nM CPT, ATP luminescence, 48 h; Potency, µM (doses to about 46.2 µM), without a hit: at the top dose activity change, negative = growth inhibition, hits mostly inhibitors; 420,000 tested, 12% active; AID 686979; also: nearly all actives have a fitted effect of over 55% in size
#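 Cell growth measured by CellTiter-Glo luminescence after a minimum 48 h, 37 C compound exposure with 20 nM CPT in Tdp1-knockout DT40 cells stably expressing hTDP1, seeded 400/well; qHTS titration format.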
# GCN5L2 inh = inhibitors of human GCN5L2 histone acetyltransferase | GCN5L2 HAT assay, ThioGlo1 CoA-SH fluorescence | 390,000 tested, 0.21% active | Potency, µM (highest dose often 58.9 µM), for the others: at the top dose activity change, negative = inhibition, hits mostly inhibitors | AID 504327
# Target sequence (Q92830 whole entry, looked up): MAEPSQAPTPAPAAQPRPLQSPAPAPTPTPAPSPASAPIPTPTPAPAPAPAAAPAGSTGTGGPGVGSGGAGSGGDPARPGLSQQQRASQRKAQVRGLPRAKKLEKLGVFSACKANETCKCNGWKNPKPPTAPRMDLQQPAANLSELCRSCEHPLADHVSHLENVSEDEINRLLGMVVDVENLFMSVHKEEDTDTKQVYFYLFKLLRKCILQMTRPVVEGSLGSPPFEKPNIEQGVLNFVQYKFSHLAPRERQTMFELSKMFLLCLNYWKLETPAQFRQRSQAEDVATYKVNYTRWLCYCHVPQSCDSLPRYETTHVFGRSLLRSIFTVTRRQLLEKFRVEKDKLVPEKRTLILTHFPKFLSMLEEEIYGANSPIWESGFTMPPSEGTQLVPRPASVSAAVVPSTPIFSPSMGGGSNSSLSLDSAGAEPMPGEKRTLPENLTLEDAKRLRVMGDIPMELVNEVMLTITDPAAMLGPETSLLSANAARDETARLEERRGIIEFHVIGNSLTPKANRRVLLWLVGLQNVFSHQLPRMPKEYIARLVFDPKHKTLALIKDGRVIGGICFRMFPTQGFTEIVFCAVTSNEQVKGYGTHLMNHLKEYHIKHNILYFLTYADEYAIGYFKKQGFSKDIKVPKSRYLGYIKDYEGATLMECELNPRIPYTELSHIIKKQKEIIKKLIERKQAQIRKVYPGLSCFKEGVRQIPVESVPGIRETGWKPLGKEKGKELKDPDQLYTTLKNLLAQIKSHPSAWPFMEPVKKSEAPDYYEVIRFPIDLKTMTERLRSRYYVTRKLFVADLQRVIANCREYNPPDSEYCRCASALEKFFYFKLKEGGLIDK
#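 Preincubate 20nM GCN5L2 with compound 15 min, RT → add 50uM ThioGlo1 + 75uM H3(1-25) + 70uM acetyl-CoA → read fluorescence 0 and 20 min. Primary qHTS; fluorescent artifacts likely.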
# Starred values were filed as active, the others as inactive; ? = inconclusive; · = not tested or not shown; & = joins results of further samples. Calls follow the shape of the dose curve; as a rule, active = well fitted curve in the direction sought with a large enough effect; inconclusive = small, poorly fitted or top-dose-only effect, or another doubt; inactive = no such curve, though single readings can be large; an effect the other way counts as inactive or inconclusive. % is scaled to controls: 0 for no effect and ±100 for the full control effect; potency is read from the fitted curve at half-maximal effect.
SMILES,DT40 TDP1 no CPT,DT40 TDP1 CPT,GCN5L2 inh
COc1ccccc1NC(=O)c1ccc(NC(=O)COC(=O)C2(C)CC2(Cl)Cl)cc1 (configuration not stated),?,-18.7%,-14.2%
CNC(=O)C[C@H]1C(=O)N(c2ccc(OC)cc2)C[C@@H]1CSC,2.2%,-0.8%,·
O=C(/C=C/c1ccc2c(c1)OCO2)Nc1nc2ccccc2s1,?,?,-2.0%
C/C(=N\NC(=O)C1(C)CC1(Br)Br)c1ccc(NC(=O)C2CCC2)cc1 (configuration not stated),?,18.4µM*,-0.8%
CCOC(=O)[C@H]1[C@H]2COc3ccc(OC)cc3[C@@H]2N2C(=O)CN(Cc3ccccc3)C(=O)[C@@]12C,?,-28.0%,-6.4%
COc1ccc(C2/C(=C(/O)c3ccccc3)C(=O)C(=O)N2CCCN2CCOCC2)cc1 (configuration not stated),6.8%,0.6%,?
O=C(Nc1ccc2[nH]ncc2c1)c1cccc(F)c1,-17.0%,20.6%,1.0%
O=C(NCCc1ccccc1)c1nn(-c2ccccc2F)nc1CO,-27.9%,?,-6.7%
Cc1cc(C)cc(-n2ccnc2SCC(=O)Nc2ccc(C)c(Cl)c2)c1,18.4µM*,16.4µM*,-18.1%
CC1CN(C(=O)COC(=O)Cc2c(F)cccc2Cl)CC(C)O1 (configuration not stated),8.6%,4.1%,0.7%
Cc1ccc(S(=O)(=O)N2CCC(C(=O)N3CCN(c4ccccn4)CC3)CC2)cc1C,?,-9.2%,·
CC(=O)N[C@@H]1C=C[C@@H](CC(=O)NCc2ccc(Cl)cc2)O[C@@H]1CO,-4.5%,-20.8%,·
O=C(CSCc1ccco1)c1cccs1,-15.6%,-22.2%,-4.5%
COc1cc(N)c(NC(=O)/C=C/c2nc3cc(OC)c(OC)cc3[nH]2)cc1OC,-4.9%,-25.8%,·
COc1cccc(Nc2ncc(C(=O)O)c3ccccc23)c1,-6.2%,-9.6%,0.6%
CN1CCN(CCCC(=O)c2ccc(F)cc2)CC1,16.6%,-3.3%,-1.0%
CCOC(=O)C(Cc1ccccc1)NC(C)=O (configuration not stated),-4.5%,-6.3%,-0.9%
O=[N+]([O-])c1ccccc1S(=O)(=O)Nc1nc2ccccc2s1,-3.3%,-2.4%,-4.4%
O=C(O)c1ccc(N/N=C/c2ccc(OC(=O)c3ccccc3Cl)cc2)cc1,-18.4%,0.6%,-18.7%
COc1ccc(CC(=O)N2CC(=O)Nc3ccc(F)cc3C2c2ccccc2)cc1 (configuration not stated),?,?,-12.7%
COCC(C)NC(=O)C1c2ccccc2Oc2ccccc21 (configuration not stated),2.3%,1.5%,-23.5%
O=C(CNC(=O)OCc1ccccc1)NCC(=O)Oc1ccc([N+](=O)[O-])cc1,?,-1.0%,·
Cc1nc(NN)c2c3c(sc2n1)COC(C)(C)C3,-19.9%,-4.0%,-26.5%
Cc1ccc(Cl)cc1-n1c(=O)c2sc3ccccc3c2n(Cc2ccccc2)c1=O,5.8µM*,23.1µM*,1.9%
CCOc1ccc(Cn2c(CNS(=O)(=O)c3c(C)cc(C)cc3C)nc3cccnc32)cc1,18.4µM*,?,-13.9%
O=C(c1ccc(SCc2cccc(Br)c2)c([N+](=O)[O-])c1)N1CCN(c2ccccn2)CC1,-20.4%,?,-17.0%
CCC(=O)c1ccc(OCC(=O)OCC(=O)NCCCc2ccccc2)cc1,2.3%,5.9%,-8.5%
COC(=O)c1ccc2c(=O)n3nc(Nc4ccc(F)cc4F)sc3nc2c1,6.1%,12.2%,-1.2%
CN1C(=O)c2ccccc2Sc2ccc(C(=O)O)cc21,-4.2%,5.9%,-2.7%
Cc1ccc(N(C(=O)C(F)(F)F)C(C(=O)NC2CCCCC2)c2cccs2)cc1 (configuration not stated),?,?,8.7%
O=C(c1n[nH]c(=O)c2ccccc12)N1CCN(c2ccccc2)CC1,-1.2%,-18.0%,-2.7%
CC(C)n1cc(NC(=O)c2cc(-c3ccccc3)on2)cn1,3.66µM*,5.17µM*,-9.4%
O=C(NCc1cccnc1)c1cc(C2CCCCN2C(=O)c2ccc(Cl)cc2)on1 (configuration not stated),-27.9%,-19.1%,·
O=C(Nc1ccccc1Oc1ccccc1)[C@@H]1O[C@H](CO)[C@H](O)[C@H](O)[C@H]1O,-3.4%,-2.8%,·
O=C(O)/C=C/C(=O)N1CCc2ccccc21,22.6%,8.2%,0.3%
CCOc1ccccc1CNC(=O)C1CCN(c2nc3ccccc3o2)CC1,?,18.4µM*,0.1%
CCOC(=O)CCNC(=O)N1CCCC(C(=O)c2cccc(Cl)c2)C1 (configuration not stated),?,-26.3%,-0.8%
COc1cc(-c2oc3ccc(C)cc3c(=O)c2O)cc(OC)c1OC,?,5.8µM*,-6.8%
Cc1ccc(S(=O)(=O)NCCSC(C)(C)C)cc1,3.1%,-10.5%,0.0%
CCO/C=C/C(O)(CNC(=O)COc1ccccc1F)C(F)(F)F (configuration not stated),-11.5%,1.2%,3.5%
CC(=O)c1ccc(N2CCN(CC(=O)N(C3CC3)C3CCS(=O)(=O)C3)CC2)c(F)c1 (configuration not stated),2.2%,-1.8%,1.3%
CC1CC(C)CN(S(=O)(=O)c2ccc3c(c2)CC(C)N3C(=O)C2CC2)C1 (configuration not stated),14.6µM*,18.4µM*,-5.3%
Cc1ccc2[nH]c(=O)c(CN(Cc3cccs3)S(=O)(=O)c3ccc4c(c3)OCCO4)cc2c1,?,-17.6%,1.7%
CC1(C(=O)Nc2cccc(C#N)c2)CCN1C(=O)C/C=C/c1ccccc1 (configuration not stated),?,?,·
CCCOc1ccc(C(=O)NNC(=S)NC(=O)c2ccccc2[N+](=O)[O-])cc1,10.3µM*,10.3µM*,0.4%

# 4 of these compounds in another layout:
Molecule | DT40 TDP1 no CPT | DT40 TDP1 CPT | GCN5L2 inh
Cc1ccc2[nH]c(=O)c(CN(Cc3cccs3)S(=O)(=O)c3ccc4c(c3)OCCO4)cc2c1 | ? | -17.6% | 1.7%
O=C(NCc1cccnc1)c1cc(C2CCCCN2C(=O)c2ccc(Cl)cc2)on1 (configuration not stated) | -27.9% | -19.1% | ·
CCOC(=O)CCNC(=O)N1CCCC(C(=O)c2cccc(Cl)c2)C1 (configuration not stated) | ? | -26.3% | -0.8%
CCO/C=C/C(O)(CNC(=O)COc1ccccc1F)C(F)(F)F (configuration not stated) | -11.5% | 1.2% | 3.5%

# Next part.
SMILES,DT40 TDP1 no CPT,DT40 TDP1 CPT,GCN5L2 inh
CCC(Oc1ccccc1)C(=O)Nc1nnc(S(=O)(=O)Nc2ccccc2)s1 (configuration not stated),-0.3%&-2.4%,0.2%&1.8%,0.6%&-0.9%
Cn1c2ccccc2c2c(C(=O)N3CCN(c4ccccc4)CC3)cn(C3CCCC3)c(=O)c21,8.2µM*,25.9µM*,-10.4%
Cc1ccc(NC(=O)N2CCCC2C(=O)Nc2ccc(-n3cnnn3)c(C)c2)cc1 (configuration not stated),-42.1%,?,-0.3%
Cc1ccc(C(=O)CSc2nc(-c3ccccc3)cc(=O)[nH]2)cc1,?,-19.5%,-22.6%
Cc1cccc(C)c1NC(=O)c1cc(S(=O)(=O)N2CCc3ccccc3C2)ccc1F,?,18.4µM*,-2.3%
Cc1cc2nccc(/C=C/c3ccc(N(C)C)cc3)c2cc1C,?,?,·
COC(=O)c1ccc(Sc2ccccc2NS(=O)(=O)c2ccc(C)cc2)nc1,-20.1%,-5.2%,-14.8%
Cc1onc(-c2c(F)cccc2Cl)c1-c1nnc(-c2ccc(C(F)(F)F)cc2)o1,?,?,-12.8%
CC1=CC(C)(C)n2c(O)c(N=NC(N)=S)c3c(C)c(C)cc1c32,1.8%,-18.7%,-11.3%
COc1ccc2nc(N3C(=O)CNC3=S)sc2c1,7.31µM*,7.31µM*,-13.9%
Cc1ccc(NC(=S)N(CCCN2CCOCC2)Cc2ccco2)cc1Cl,-20.4%,5.8%,3.5%
CCCCNC(=O)CNC(=O)c1cccs1,2.0%,-2.9%,-1.0%
O=C(CSc1nc(=O)n(CCCN2CCOCC2)c2c1CCCC2)Nc1cccc([N+](=O)[O-])c1,?,?,1.6%
Cc1ccccc1S(=O)(=O)c1c(C)cc(-c2ccccc2)[nH]c1=O,-18.2%,-26.3%,-8.0%
O=C(CN1CCN(C2CCCCC2)CC1)Nc1ccc(Br)cc1,-23.1%,0.8%,1.9%

# The closing 5 compounds of the section above come first, to join the parts:
SMILES,DT40 TDP1 no CPT,DT40 TDP1 CPT,GCN5L2 inh
Cc1ccc(NC(=S)N(CCCN2CCOCC2)Cc2ccco2)cc1Cl,-20.4%,5.8%,3.5%
CCCCNC(=O)CNC(=O)c1cccs1,2.0%,-2.9%,-1.0%
O=C(CSc1nc(=O)n(CCCN2CCOCC2)c2c1CCCC2)Nc1cccc([N+](=O)[O-])c1,?,?,1.6%
Cc1ccccc1S(=O)(=O)c1c(C)cc(-c2ccccc2)[nH]c1=O,-18.2%,-26.3%,-8.0%
O=C(CN1CCN(C2CCCCC2)CC1)Nc1ccc(Br)cc1,-23.1%,0.8%,1.9%
COc1ccccc1C(CNC(=O)CSc1ccc2ccccc2c1)N(C)C (configuration not stated),?,?,-8.1%
CC(=O)Nc1ccc(S(=O)(=O)Nc2ccc(-c3cn4c(C)csc4n3)cc2)cc1,-8.4%,-0.4%,-17.4%
CCC/C=N/Nc1nnc(Cc2ccccc2)c(=O)[nH]1,-0.4%,-0.2%,2.1%
Cc1ccccc1NC(=O)C(=O)NCCCN1CCCC1=O,5.3%,1.1%,-7.6%
CCCCN(C)CCNC(=O)Cn1ncc2c(=O)oc3ccc(C)cc3c21,-22.3%,-16.2%,-4.6%
O=C(Nc1cccc(F)c1)C1CC(=O)N(c2ccc(Br)cc2)C1 (configuration not stated),?,-28.3%,-20.7%
CCC(=O)n1nc(-c2ccco2)nc1N,-2.3%,-9.8%,-2.7%
O=C(CNC(=O)C1CCCCC1)OCC(=O)c1ccc(Cl)s1,-20.2%,2.9%,-4.5%
Cn1cc(CN2CCCC(C(=O)c3ccc(-c4ccccc4)cc3)C2)cn1 (configuration not stated),16.4µM*,-24.1%,1.2%
Clc1cccc(-c2nnc(-c3ccno3)o2)c1,6.4%,-0.2%,-6.0%
C1CCN2CC3CC(CN4CCCC[C@@H]34)[C@H]2C1,?,-23.6%,·
COC(=O)c1cc2ccsc2n1CC(=O)Nc1cc(Cl)ccc1OC,13µM*,7.31µM*,-3.2%
Cc1ccc(OCC(=O)Nc2cc(NC(=O)COc3ccc(C)cc3)cc(C(=O)O)c2)cc1,5.5%,-1.5%,-19.4%
COc1cc(OC)c2c(-c3ccccc3)cc(=O)oc2c1C(CCN1CCOCC1)c1ccc(N(C)C)cc1 (configuration not stated),6.51µM*,5.8µM*,-11.1%&0.9%
COc1ccc(NC(=O)/C=C/c2ccc(F)cc2)cn1,-4.9%,1.5%,-1.5%
CCOc1ccc(C(=O)Nc2ccc3c(c2)OCCO3)cc1,-23.2%,0.4%,0.3%
O=C(OCC(=O)N1CCOCC1)c1cc(S(=O)(=O)N2CCOCC2)c(Cl)cc1Cl,-0.1%,-11.8%,-13.2%
CC1CCCCC1NC(=O)CN1CCC(NC(=O)c2cccc(F)c2)CC1 (configuration not stated),-12.8%,-4.6%,1.7%
O=C(Nc1cc(Cl)ccc1N1CCOCC1)C1=COCCO1,-21.8%,0.4%,0.0%
Cc1ccc(NC(=O)CCc2nc3cccnc3n2-c2ccccc2)cc1Cl,16.4µM*,16.4µM*,0.7%
Cc1[nH]c2ccccc2c1/C=N/NC(=O)CNC(=O)c1ccccc1,-28.0%,-28.7%,-18.1%
Cc1cc(C(O)c2ncc(-c3ccccc3C)[nH]2)ccc1F (configuration not stated),?,?,·
Cc1ccc(NC(=O)C2CCN(S(=O)(=O)c3cccnc3)CC2)cc1C,?,?,-1.7%
Cc1cc(C(=O)N2CC(C)CC(C)C2)n(-c2ccccc2)n1 (configuration not stated),8.2µM*,10.3µM*,1.8%
CCn1c(NC)cc(=O)n(C)c1=O,0.2%,0.0%,2.6%
O=C(N/N=C/c1ccc(F)cc1)c1cccc(NC(=O)c2ccccc2Cl)c1,?,?,-8.3%
CCc1ccc(CCC(=O)Nc2sc3c(c2C#N)CCCC3)o1,3.55µM*,5.01µM*,-6.1%
Cc1cc(NS(=O)(=O)c2ccc3c(c2)OCCO3)no1,-4.3%,-2.9%,-4.3%
CCCc1cc(=O)oc2cc(OC(C)C(=O)NCCCn3ccnc3)ccc12 (configuration not stated),5.3%,-8.8%,-2.4%
CCCCN(CCCNC(=O)c1ccc(CS(=O)(=O)c2c(Cl)cccc2Cl)o1)Cc1ccccc1,?,?,?
O=C(CSc1nnc(Nc2ccccc2F)s1)NCc1ccco1,-11.2%,4.1%,-11.3%

# Random draw from the library (roughly 18% active in at least one column).
